# Screening results (PubChem BioAssay)
# NPC1 prom act: activators of NPC1 promoter | Potency, µM (titrated, usually from 9.22 µM), for inactives: top-dose activation, actives largely listed as activators | Huh7 NPC1 promoter luciferase reporter, 24 h | actives 2.4% (n = 320,000);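 also: % of control where 0% means no effect; nearly all actives have a fitted effect of over 60% in size; reporter is driven by a mutant NPC1 promoter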
#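 Luminescence read-out of NPC1 promoter-driven luciferase in stably transfected Huh7 cells; compounds delivered in DMSO and left 24 h at 37C, 5% CO2, qHTS titration format.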
# uPA generation: inhibitors of cell surface uPA generation. actives 0.31% (n = 330,000). Potency, µM (series often up to 38.3 µM), for the others: at the highest dose activity change, negative = inhibition, usual class: inhibitors. cell surface uPA generation assay, qHTS. AID 540303; active = well fitted inhibition curve with a large enough effect; inconclusive = small, poorly fitted or top-dose-only effect; inactive = no such curve, though single readings can be large or run the other way; tested in mouse RAW 264.7 cells; also: % is scaled to controls: 0 for no effect and ±100 for the full control effect; nearly all actives have a fitted effect of over 55% in size
# p53 reactivation: re-activators of mutant p53; Potency, µM (highest dose often 92.2 µM), without a hit: at the top dose activity change, positive = activation, usual class: activators; AID 504706; actives 0.063% (n = 320,000); H1299 p53-A138V BP100-luciferase reporter, luminescence, 24 h; also: % of control where 0% means no effect; nearly all actives have a fitted effect of over 45% in size
#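 H1299 (p53-null), stable ts p53-A138V + BP100-Luc; 1000 cells/well, Opti-MEM/10% FBS; cpd 4 pt, 1:5; 24 h, 37 deg C, 5% CO2; detection reagent 10 min RT; luminescence.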
# VP16 counter: inhibits Gal4-VP16 luciferase reporter, ROR gamma counter-screen; Drosophila S2 Gal4-VP16 UAS-luciferase, luminescence, 20 h; Potency, µM (highest dose often 53.6 µM), inactives show at the highest dose activity, negative = inhibition, usual class: inhibitors; actives 3.5% (n = 310,000);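 also: Gal4-VP16 expression switched on by copper sulfate through the metallothionein promoter; % is scaled to controls: 0 for no effect and ±100 for the full control effect; nearly all actives have a fitted effect of over 50% in size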
# FLuc counter: counter-screen for miR-21 project: firefly luciferase inhibitors or activators; AID 588342; purified FLuc, Km substrates, luminescence inhibition; P08659; Potency, µM (series often up to 57.5 µM), inactives show top-dose activity change, negative = inhibition, actives largely listed as inhibitors; actives 6.9% (n = 360,000);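 also: plate controls were vehicle for no effect and reference inhibitor for full effect; nearly all actives have a fitted effect of over 55% in size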
# Target sequence (P08659 whole entry, looked up): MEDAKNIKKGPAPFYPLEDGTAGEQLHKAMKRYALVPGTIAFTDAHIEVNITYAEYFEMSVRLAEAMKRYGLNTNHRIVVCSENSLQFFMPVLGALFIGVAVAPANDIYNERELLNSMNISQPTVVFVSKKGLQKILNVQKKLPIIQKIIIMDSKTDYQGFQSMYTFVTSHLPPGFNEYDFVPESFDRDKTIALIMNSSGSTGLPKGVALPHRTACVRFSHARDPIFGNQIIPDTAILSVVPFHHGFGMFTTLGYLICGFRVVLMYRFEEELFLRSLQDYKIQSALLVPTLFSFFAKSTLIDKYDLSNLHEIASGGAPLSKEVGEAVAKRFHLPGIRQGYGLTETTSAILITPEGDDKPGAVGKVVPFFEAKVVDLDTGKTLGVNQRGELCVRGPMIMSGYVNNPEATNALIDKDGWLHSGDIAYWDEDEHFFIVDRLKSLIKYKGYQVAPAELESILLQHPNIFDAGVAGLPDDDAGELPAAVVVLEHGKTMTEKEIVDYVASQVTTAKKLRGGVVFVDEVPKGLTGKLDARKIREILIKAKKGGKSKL
#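 Purified P. pyralis luciferase (10nM final) with 10uM D-luciferin and 10uM ATP (Km levels) in 50mM Tris acetate pH 7.5, 10mM Mg acetate, 0.01% Tween-20, 0.05% BSA; qHTS 6-point titration, ~60 µM downward; luminescence read.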
# MBNL1-CUG inh: MBNL1-poly(CUG) RNA binding inhibition | TR-FRET MBNL1-His/biotin-(CUG)12 binding, 665/545 ratio | Potency, µM (doses to about 57.5 µM), for inactives: top-dose activity change, negative = inhibition, most hits filed as inhibitors | actives 0.036% (n = 280,000) | AID 2675; active = well fitted inhibition curve with a large enough effect in the signal ratio, with a control signal flat, not every such curve was filed as active; inconclusive = small, poorly fitted or top-dose-only effect, or effect the other way, or a change in a side signal; inactive = no such curve, though single readings can be large or run the other way; the % refers to the signal ratio; also: % is scaled to controls: 0 for no effect and ±100 for the full control effect
# Target sequence (Q9NR56 whole entry, looked up): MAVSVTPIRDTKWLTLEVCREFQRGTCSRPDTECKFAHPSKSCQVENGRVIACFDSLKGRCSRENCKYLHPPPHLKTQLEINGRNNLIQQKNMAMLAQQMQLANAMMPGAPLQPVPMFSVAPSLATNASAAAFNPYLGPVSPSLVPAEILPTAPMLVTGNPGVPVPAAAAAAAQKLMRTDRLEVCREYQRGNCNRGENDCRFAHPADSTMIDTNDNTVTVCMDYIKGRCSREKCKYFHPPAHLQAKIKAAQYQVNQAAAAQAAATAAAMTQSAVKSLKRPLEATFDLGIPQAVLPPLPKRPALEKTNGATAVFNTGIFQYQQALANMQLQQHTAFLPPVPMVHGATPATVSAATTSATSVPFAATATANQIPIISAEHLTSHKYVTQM
#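 Compounds (final 92 nM to 58 uM) are added to His-tagged MBNL1 and biotin-(CUG)12, then terbium anti-His antibody and streptavidin-XL665 (5 nM final). After 60 min at room temperature, the 665/545 nm ratio is read.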
# RORg inh: blocks mouse ROR gamma transcriptional activity | P51450 | Drosophila S2 Gal4-RORgamma UAS-luciferase reporter, 20 h | Potency, µM (highest dose often 53.6 µM), inactives show at the top dose activity change, negative = inhibition, hits mostly inhibitors | actives 5.4% (n = 310,000) | AID 2551; also: % is scaled to controls: 0 for no effect and ±100 for the full control effect; nearly all actives have a fitted effect of over 60% in size
#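 A Gal4/UAS one-hybrid system in insect cells: metallothionein-promoter Gal4–ROR gamma fusion plus Photinus luciferase reporter. Copper sulfate 700 uM final, 20 hr ambient incubation, luminescent detection after 10 min with reagent.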
# Rab9 prom act: activates the Rab9 promoter; Potency, µM (doses to about 9.22 µM), for inactives: at the top dose activation, negative = inhibition, usual class: activators; AID 485297; Huh7 Rab9 promoter-luciferase reporter, luminescence, 24 h; actives 2.8% (n = 320,000); also: % of control where 0% means no effect; nearly all actives have a fitted effect of over 60% in size
#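 Steps: seed 1500 Huh7 Rab9-luc cells per well, rest 2 h at 37 °C; add compound in DMSO; incubate 24 h; add luciferase reagent, 10 min ambient; read luminescence.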
# BRCA1 expr up: increases BRCA1 expression. AID 624202. actives 1.1% (n = 380,000). Potency, µM (titrated, usually from 46.1 µM), inactives show at the top dose activation, most hits filed as activators. MCF7-BRCA1-FFLuc reporter, luminescence, 48 h; response scale: scaled: vehicle 0%, 10 µM genistein 100%; also: nearly all actives have a fitted effect of over 80% in size; some results filed as inactive show a strong effect at the top dose
#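 Reporter cells (MCF7, BRCA1 promoter-firefly luciferase) received library compounds across a concentration series for 48 h. End-point luminescence was measured and concentration-effect curves derived after normalization.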
# ELG1 genotoxic: induces genotoxicity in HEK293T cells with luciferase-tagged ELG1; actives 1.3% (n = 330,000); Potency, µM (highest dose often 46 µM), inactives show at the top dose activity change, positive = activation, hits mostly activators; AID 504466; HEK293T ELG1-luciferase reporter, luminescence, 16 h; also: % of control where 0% means no effect; nearly all actives have a fitted effect of over 60% in size
#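 After overnight (16 hr) compound treatment at 37 °C, ELG1-luciferase HEK293T cells were lysed with ONE-Glo; luminescence quantified 30 min later at room temperature.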
# Active calls of the source: *; u = inconclusive; x = no result given; [ ] = remark or other dose. Unless noted, calls follow the shape of the dose curve; as a rule, active = well fitted curve in the direction sought with a large enough effect; inconclusive = small, poorly fitted or top-dose-only effect, or another doubt; inactive = no such curve, though single readings can be large; an effect the other way counts as inactive or inconclusive. Potency is read from the fitted curve at half-maximal effect.
Molecule,RORg inh,uPA generation,NPC1 prom act,MBNL1-CUG inh,p53 reactivation,FLuc counter,VP16 counter,Rab9 prom act,BRCA1 expr up,ELG1 genotoxic
COc1cccc(OCC(Cn2c(C)nc3ccccc32)OC(C)=O)c1 (stereo unspecified),-5.9%,0.2%,-5.6%,-3.4%,3.9%,0.1%,-4.9%[10 µM],-14.0%,-2.5%,-9.0%
OCCC1CN(Cc2ccccc2O)CCN1CCCc1ccccc1 (stereo unspecified),-2.3%,2.2%,1.8%,-3.2%,7.3%,-0.4%,-0.8%,-1.0%,-5.9%,-5.5%
CCCn1c(N)c(C(=O)CSc2nc(C)cs2)c(=O)n(C)c1=O,u,-5.6%,0.6%,10.0%,1.2%,0.4%,-3.2%,0.1%,13.5%,-5.9%
CCOC(=O)c1ccc(N=C2NC(=O)CS2)cc1,0.3%,2.8%,2.2%,0.3%,0.3%,-0.2%,-3.4%,-5.8%,-1.1%,4.7%
O=C(O)c1ccc(C=NNC(=O)c2ccccc2NS(=O)(=O)c2cccs2)cc1,x,6.3%,x,x,8.5%,x,x,x,-8.8%,3.2%
COc1cc([C@H]2OC[C@H]3[C@@H]2CO[C@H]3c2ccc(O)c(OC)c2)ccc1O,x,8.7%,x,x,-1.5%,x,x,x,3.0%,3.1%
O=C(CN(C(=O)CNS(=O)(=O)c1ccccc1)C1CCCC1)NCc1ccco1,-24.9%,-0.5%,1.5%,1.9%,-0.1%,-0.1%,-0.2%,6.5%,-6.0%,-6.1%
CCNc1oc(-c2ccccc2F)nc1S(=O)(=O)c1ccccc1,14.4%,2.0%,-0.7%,7.3%,-9.9%,1.9%,2.0%,-0.9%,-12.3%,-0.2%
CCN(Cc1ccccc1)c1ccc(/C=N/NC(=O)c2cccc(S(=O)(=O)N3CCOCC3)c2)cc1,6.31µM*,-5.2%,-7.9%,27.4%,0.8%,5.2%,7.94µM*,-21.4%,-56.1%,1.4%
CC1(C)Cc2nc3sc4c(SCC(=O)NC(c5ccccc5)c5ccccc5)ncnc4c3cc2CO1,35.8%,-1.4%,-2.3%,39.8%[activator],-1.8%,u,3.7%,0.2%,46.5%,1.9%
CCS(=O)(=O)N1CCN(c2ccc(Cl)cc2[N+](=O)[O-])CC1,50.5%,-2.6%,-2.2%,u,-0.3%,0.9%,9.2%,0.3%,-6.4%,-3.8%
Cc1cc(C(=O)COC(=O)c2ccncc2)c(C)n1CCc1ccc(F)cc1,9.5%,0.4%,-4.1%,6.9%,-2.9%,u,-10.0%,-2.3%,0.0%,-3.0%
C=CCc1c(C)nc2c(-c3ccccc3)cnn2c1N1CCOCC1,u,0.6%,2.82µM*,6.0%,u,2.39µM*,-6.8%,1.58µM*,2.24µM*,10.3µM*
CC(C)=CCN1CCN(Cc2ccc(Sc3nncn3C)o2)CC1CCO (stereo unspecified),-8.9%,1.1%,-2.8%,-10.3%,-1.7%,1.0%,2.5%,-1.7%,8.7%,0.0%
Cc1ccc(C)c(S(=O)(=O)N/N=C/c2ccc(N(C)C)cc2)c1,7.2%,3.9%,-4.1%,-19.3%,-0.3%,-19.0%,-1.5%,-0.8%,-17.9%,0.5%
COCCCN1C(=O)c2ccc(C(=O)Nc3cccc(OC)c3)cc2C1=O,3.5%,-2.1%,-1.0%,u,u,10.7µM*,9.7%,7.7%,0.0%,u
Cc1cccnc1Nc1nc(-c2ccc(O)c(O)c2)cs1,-111.5%,u,1.4%,2.8%,u,16.9µM*,7.08µM*,u,89.9%,5.17µM*
COc1cccc(C(=O)Nc2ccc3c(c2)C(=O)NC3=O)c1,u,-2.4%,1.4%,u,13.7%,u,-28.2%,-2.5%,-41.1%,2.1%
CC(C)(C)c1nc[nH]c(=O)c1Br,-21.9%,-2.2%,0.3%,-15.8%,-8.0%,0.7%,-11.8%,0.0%,-11.2%,1.6%
NC(=O)N/N=C/c1ccccc1OC(=O)c1cc2ccccc2oc1=O,-36.3%,9.6%,12.7%,u,u,u,0.1%,16.9%,-4.4%,u
COc1ccc(N=C2SC(C(=O)Nc3ccc(OC)cc3)CC(=O)N2CCN2CCOCC2)cc1 (stereo unspecified),27.7%,-5.0%,-2.5%,15.2%[11.5 µM],-9.0%,-1.6%,6.9%,-2.4%,-11.2%,-0.4%
CC1CCC/C(=C\Nc2ccc3c(c2)OCO3)C1=O (stereo unspecified),29.7%,-2.2%,u,7.7%,u,8.49µM*,2.7%,u,1.3%,10.3µM*
CCOc1ccccc1C(=O)OCC(=O)NCc1ccc2c(c1)OCO2,x,5.6%,x,x,1.4%,x,x,x,-17.2%,0.9%
Cc1ccc(Nc2nc(N)c([N+](=O)[O-])c(N3CCOCC3)n2)cc1C,u,8.8%,0.5%,u,7.2%,-15.9%,-14.3%,-1.3%,-34.9%,1.1%
O=C(Nc1ncc(Cc2ccc(Cl)cc2Cl)s1)c1ccc([N+](=O)[O-])cc1,2.24µM*,-0.6%,-12.2%,-1.8%,12.3%,12.1%,3.55µM*,-8.9%,19.0%,-0.1%
O=C(COC(=O)c1cccc(Cl)c1)Nc1cccc(S(=O)(=O)NC2=NCCC2)c1,x,-3.5%,x,x,2.6%,x,x,x,2.5%,1.6%
CCOC(=O)N1CCN(c2ccc(N3C(=O)CCCC3=O)cc2[N+](=O)[O-])CC1,11.0%,-2.1%,-1.0%,u,-0.2%,1.0%,11.6%,-3.8%,-2.6%,-2.8%
CCOC(=O)c1c(NC(=O)CSc2c[nH]c3ccccc23)sc2c1CCCC2,u,-4.2%,0.4%,-25.5%,0.6%,6.7%,u,2.5%,-83.3%,-4.9%
CCOC(=O)CSc1nc2ccccc2c(=O)n1C,36.8%,-3.0%,-3.3%,-21.7%,-4.9%,-0.1%,2.7%,-5.7%,-34.3%,-0.2%
Cc1c(NC(=O)CN2CCCC(C)C2)ccc2nsnc12 (stereo unspecified),-0.7%,0.0%,-3.1%,31.4%[activator],0.8%,-1.9%,4.2%[10 µM],-11.2%,-5.9%,-5.4%
CCC1CCCCN1C(=O)CCc1nnc(Cc2c[nH]c3ccccc23)o1 (stereo unspecified),33.9%,16.9%,-4.9%,-2.6%,3.9%,-4.5%,-0.3%,1.7%,-0.3%,1.6%
CC(C)C(=O)NNc1ccc(C(F)(F)F)cn1,-3.0%,5.9%,-1.8%,-4.2%,-0.4%,1.7%,-10.9%,1.6%,-4.7%,1.9%
O=C(CCS(=O)(=O)c1ccc(F)cc1)N1CCN(c2ccccc2)CC1,x,-4.1%,u,x,26.0%,5.8%,x,u,u,11.7%
NC(=O)CSc1nc2c(sc3ccccc32)c(=O)n1CCCC(=O)NCC1CCCO1 (stereo unspecified),-40.4%,-6.2%,-1.8%,x,-2.5%,2.6%,1.1%,-2.3%,-9.1%,4.4%
Cc1ccc(C)c(NC(=O)COC(=O)c2cccc(S(=O)(=O)N3CCCCC3)c2)c1,x,-1.3%,-0.2%,x,8.8%,0.0%,x,-6.3%,-1.6%,8.1%
COc1ccc(N2C(=O)C3C4C=CC(C5CC45)C3C2=O)c([N+](=O)[O-])c1 (stereo unspecified),1.2%,0.8%,-1.9%,22.9%,4.9%,u,3.9%,-6.5%,13.8%,-0.7%
Nc1nonc1/C(=N/O)N1CCCC1,-6.2%,-0.8%,-2.9%,-2.1%,4.2%,0.6%,-1.0%,-3.6%,-8.2%,-1.8%
Fc1ccc(NC(=S)Nc2cc(-c3ccccc3)[nH]n2)cc1Cl,0.794µM*,0.4%,-2.2%,-2.3%,0.0%,-7.9%,1.58µM*,-5.3%,-88.1%,-10.6%
Cc1cc(OCC(=O)Nc2cc(-c3nn4c(C)nnc4s3)ccc2C)ccc1Cl,4.8%,11.1%,-1.8%,u,-0.8%,1.8%,0.5%,-3.4%,8.8%,8.5%
CCCCNCCCCOc1ccccc1,0.2%,-3.4%,-2.5%,-1.1%,-1.6%,2.7%,12.6%,-0.1%,5.2%,u
CC(C)CN(C(=O)C1CCCO1)c1c(N)n(CC(C)C)c(=O)[nH]c1=O (stereo unspecified),x,9.3%,0.2%,x,5.2%,1.4%,x,10.9%,8.4%,2.6%
O=C(COc1ccccc1)NS(=O)(=O)c1ccc(Cl)cc1,-10.5%,0.9%,15.6%,-8.5%,2.5%,16.9µM*,-11.8%,5.5%,-16.4%,9.8%
O=C(COc1ccc(S(=O)(=O)N2CCCC2)cc1)Nc1ccc2c(c1)OCCO2,12.3%,-2.8%,6.2%,-7.8%,-1.3%,u,-2.2%,0.2%,0.0%,-0.9%
COc1cc(OC)cc(-c2nc(=S)n3ccsc3n2)c1,-4.1%,0.2%,9.0%,4.2%,0.9%,4.3%,-8.3%,17.6%,-37.8%,5.1%
C/C(=N\NC(=O)CN(c1ccc(Oc2ccccc2)cc1)S(C)(=O)=O)C(C)(C)C,14.0%,-3.5%,-3.5%,0.6%,-4.4%,-14.2%,-0.3%,-4.6%,-4.6%,-2.8%
